From PubChem BioAssay
b-catenin transl – modulators of beta-catenin nuclear translocation; HeLa beta-catenin nuclear translocation, immunofluorescence imaging; nuclear translocation activity, % at 5 µM; hit rate 0.3% among 190,000; AID 1665;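 active = nuclear translocation activity above 50% at 5 µM, with a well cell count of 50 or more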;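 note: per-cell ratio of nuclear to cytoplasmic median beta-catenin stain intensity; plate controls were DMSO negative control for no effect and GSK-3 inhibitor IX positive control for full effect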
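Test system: HeLa cells, endogenous beta-catenin; Compound: single 5 µM dose plus 0.02–20 µM confirmation series; Times: compound exposure 24 h at 37°C; Signal: fluorescence imaging of beta-catenin antibody stain plus DAPI; Read-out: % activation, nuclear-to-cytoplasmic median beta-catenin signal ratio per cell.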
Insulin prom up – MIN6 insulin promoter up-regulation | MIN6 insulin promoter-GFP reporter, high-content imaging; active compounds read high | z-score at 5 µM | hit rate 0.3% among 190,000 | AID 1625;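 active = z-score above 3 at 5 µM with at least 500 cells counted in the well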
human PMI inhibitors – MPI inhibition at elevated mannose 6-phosphate – biochemical, fluorescence intensity, high mannose 6-phosphate, primary screen (AID 1220) | recombinant PMI enzyme, coupled fluorescence intensity; higher % means a stronger effect | inhibition, % at 20 µM, or IC50 in µM where a hit was titrated | hit rate 0.66% among 190,000
Yfh1-off respiration – enhancers of respiration in Yfh1-depleted yeast, dose response, Friedreich's ataxia, plus single-dose screen (AID 1465); S. cerevisiae Yfh1-off respiration, WST-1 reduction, 72 h; higher fold induction means a stronger effect; hit rate 0.074% among 220,000; one-dose fold induction at 50 µM; EC50 in µM for titrated hits;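 active = fold induction of absorbance versus untreated yeast above a set limit, then at least 30% activation at any dose in follow-up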;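 note: activators that raise dye reduction in frataxin-depleted yeast; strong numbers were not always called active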
WT yeast gro inh – growth inhibition of WT yeast, mitochondrial fusion screen; mitochondrial fusion phenotypic screen, WT strain; inhibition, % at 10 µM; hit rate 2.1% among 190,000; in the data active = inhibition above about 58%; tested in S. cerevisiae
PMI inhibitors – MPI enzyme activity inhibition – biochemical, fluorescence intensity, coupled assay, primary screen (AID 1209) | purified PMI enzyme, coupled fluorescence intensity; higher % means a stronger effect | inhibition, % at 20 µM; hits with a dose series show IC50 in µM | hit rate 0.42% among 190,000;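 note: plate controls were DMSO vehicle for no effect and wells lacking substrate for full effect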
Dynein cargo inh – blocks dynein driven cargo transport along microtubules | 3617.4 mouse cells, GR-EGFP nuclear translocation imaging; test concentration mostly 20 µM; stimulated with dexamethasone, 1 µM; active compounds read low | AID 1381 | hit rate 0.47% among 220,000 | z-score, hits read low;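 active = plate z-score of nuclear minus cytoplasmic receptor signal below a set negative limit, without overly bright fluorescence or cell loss, cut at about -3.5 in these data, passing the limit was not always enough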;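 note: z-score of nuclear minus cytoplasmic ring GR-EGFP intensity difference per well; some compounds called inactive have numbers as strong as hits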
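Buffer or medium: tet-free, stripped-serum medium; reagent: dexamethasone at 1.0 µM final, 30 min; incubation: 48 h induction, 1 h compound, 30 min dex at 37 °C; measured by: formaldehyde fixation, Hoechst nuclear stain, 10x automated fluorescence imaging; read-out: nuclear-to-cytoplasmic GR-EGFP distribution per well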
Autophagy HCS – autophagy modulation, high-content screen | MEF GFP-LC3 puncta imaging; test concentration mostly 10 µM | calls only at 10 µM (by protocol) | hit rate 0.98% among 190,000 | AID 463193;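 active = percentage of spot-positive cells more than 3 SD above its plate mean, without a fluorescence outlier flag or 80% toxicity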;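 note: spot-positive cell cutoff set from DMSO-treated cells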
MT stabilize HCS – microtubule stabilization, imaging screen. HeLa tubulin immunostaining HCS, 24 h; share of cells brighter than vehicle mean+2SD. hit rate 0.83% among 200,000. % tubulin-high responders, % at 10 µM;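 active = plate Z-score above 3 for both tubulin-high and condensed-nucleus cell shares, with cell loss under 80%, at 10 µM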;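 note: anti alpha tubulin signal scored within the nucleus-defined area of each cell; some results filed as inactive read as strong as hits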
WT yeast gro inh mutant strain – recorded beside WT yeast gro inh, whose call it bears; inhibition, %; mitochondrial fusion phenotypic screen, mutant strain inhibition
Dynein cargo inh cytoplasmic EGFP – second read-out of Dynein cargo inh, no call of its own (marks repeat the call); z-score; measured here: cytoplasmic GR-EGFP intensity; active compounds read high
Dynein cargo inh nuclear GR-EGFP – also measured in Dynein cargo inh; calls as there; z-score; measured here: nuclear GR-EGFP intensity;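 lower value marks the stronger effect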
Dynein cargo inh cell count – further read-out of Dynein cargo inh, marked with its call; z-score; measured here: cell count per field
Insulin prom up cell count – also measured in Insulin prom up; calls as there; cell count; measured here: cytotoxicity, nuclei count;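 total cells summed across four imaged fields per well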
b-catenin transl cell count 5 µM – further read-out of b-catenin transl, marked with its call; cell count; measured here: cell count, cytotoxicity flag
MT stabilize HCS Hoechst-high % – recorded beside MT stabilize HCS, whose call it bears; % Hoechst-high responders; measured here: nuclear condensation Hoechst responders;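 share of cells brighter than vehicle mean plus two SD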
MT stabilize HCS cytotoxicity % – recorded beside MT stabilize HCS, whose call it bears; toxicity, %; measured here: cytotoxicity by cell density;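 0% = mean cell density of plate MIN control wells and 100% = no cells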
Autophagy HCS cell loss 18 h – also measured in Autophagy HCS; calls as there; toxicity, %; measured here: cell loss, nuclei count;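 cell loss after 18 h compound exposure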
Starred values were filed as active, the others as inactive; i = inactive; x = no result given. Cut-off read from the data, not from the text of the source, unless noted: active = inhibition above about 50%; inactive = the rest.

SMILES	b-catenin transl	b-catenin transl cell count 5 µM	Insulin prom up	Insulin prom up cell count	human PMI inhibitors	Yfh1-off respiration	WT yeast gro inh	WT yeast gro inh mutant strain	PMI inhibitors	Dynein cargo inh	Dynein cargo inh cytoplasmic EGFP	Dynein cargo inh nuclear GR-EGFP	Dynein cargo inh cell count	Autophagy HCS	Autophagy HCS cell loss 18 h	MT stabilize HCS	MT stabilize HCS Hoechst-high %	MT stabilize HCS cytotoxicity %
C=CCn1c(-c2ccccc2)nc(=S)c2c1CCCC2	-0.3	1248	-0.11	1139	x	i	x	x	x	-0.5	-0.21	0.39	-0.033	x	x	x	x	x
O=C(CC1NCCNC1=O)Nc1cc(Cl)cc(Cl)c1 (stereo unspecified)	-5.4	576	0.17	1297	-1%	i	-2	-17	-2%	-0.8	-0.3	0.35	0.76	i	0	2.9	1.7	1.7
COc1ccc(NC(=O)COc2ccc(/C=N/NC(=O)c3cccnc3)cc2OC)cc1	2.2	966	0.23	1319	7%	i	-16	-14	8%	0.16	-0.22	0.57	0.24	i	-2	1.9	2.9	6.2
COc1ccccc1CNC(=O)C(=O)Nc1nccs1	-0.1	1585	0.6	1589	-4%	i	4	-3	-1%	-0.53	-0.25	-0.17	0.23	i	-7	2.3	1.9	3.8
CCc1ccc(C(=O)CSc2nc(C)cc(=O)[nH]2)cc1	1.7	1003	1.1	1428	-1%	i	18	0	3%	-0.015	-0.19	0.5	-0.25	i	-8	2.1	1.3	1.2
CCN1CCCc2cc(CN(CCN3CCOCC3)C(=S)Nc3cccc(C)c3)ccc21	-2.0	1117	1.4	1222	32%	i	48	23	15%	0.42	-0.25	1.1	-1.1	i	4	1.7	2.7	11
O=S(=O)(c1ccc(S(=O)(=O)N(Cc2cccs2)CC2CCCO2)cc1)N1CCCCC1 (stereo unspecified)	-2.7	1097	0.18	865	6%	i	17	8	9%	-1	-0.36	-0.39	0.5	i	13	3.5	2.9	9.5
CCOC(=O)C1CCN(S(=O)(=O)c2ccc3c(c2)CCCN3C(C)=O)CC1	-1.0	1057	-4.9	512	9%	i	-13	-12	11%	x	x	x	x	x	x	x	x	x
O=C(O)c1ccc2c(c1)C(=O)N(c1cccc(C(=O)/C=C/c3ccccc3)c1)C2=O	-0.4	975	0.37	1523	-9%	i	-2	-3	-5%	0.093	-0.04	0.63	-0.84	i	-7	2.6	2.1	9.2
CCOC(=O)CSc1nc2ccc(C)cc2cc1C#N	-2.9	1223	0.63	955	3%	i	9	20	0%	0.52	-0.1	0.15	-0.049	i	6	1.4	2.0	11
CC(=O)Nc1cc2c(cc1NC(=O)Cn1nnc(-c3ccc(C)o3)n1)OCCO2	-1.5	1021	-0.2	1455	10%	i	-5	-32	12%	0.093	-0.31	-0.51	0.81	i	7	1.3	1.3	1.5
Cn1c(CSc2ncccn2)nnc1SCC(=O)N1CCCCCC1	-2.0	1019	x	x	0%	i	-1	4	2%	1.6	-0.066	1.1	-0.96	i	17	2.1	1.1	4.9
O=C(O)CCC(=O)Nc1nc2ccccc2s1	-8.9	1330	x	x	9%	i	-8	3	3%	-0.27	-0.46	-0.086	0.98	i	-10	1.8	1.7	5.9
O=C(COC(=O)c1cc(C(F)(F)F)cc(C(F)(F)F)c1)NCc1ccc(Cl)cc1	x	x	0.67	1330	2%	i	-5	6	-7%	-0.26	-0.33	-0.49	0.47	i	13	3.8	2.6	4.0
Cn1c(N)c(C(=O)c2ccc(F)cc2F)c(=O)n(C)c1=O	-1.1	1168	-0.7	1607	3%	i	-10	11	4%	-0.027	-0.21	-0.1	-0.85	i	-5	3.6	2.8	9.1
O=C(/C=C/Nc1ccccc1OC(F)(F)F)C(F)(F)F	x	x	x	x	6%	i	-20	-7	4%	0.079	-0.18	-0.66	-1.2	i	-5	2.8	1.4	3.2
O=C(c1cc2nc(C3CC3)cc(C(F)(F)F)n2n1)N1CCCC1	-0.2	1032	-0.48	1186	12%	i	3	9	12%	0.0033	-0.23	-0.18	-0.65	i	-10	2.2	1.5	6.4
COc1cc(OC)cc(C(=O)n2nc(C)cc2C)c1	2.5	1008	0.5	1187	9%	i	-11	1	9%	-1.6	-0.22	-0.73	-0.26	i	-1	3.0	2.1	1.6
Cc1[nH][nH]c(=O)c1C(c1c(C)[nH][nH]c1=O)c1cn(Cc2ccc(Cl)c(Cl)c2)c2ccccc12	99*	334*	-0.14	1068	58%*	i	71*	-3.1*	27%	-0.43	-0.22	-0.25	-0.39	i	24	5.6	17	32
CC(=O)Nc1ccc(S(=O)(=O)NNC(=O)c2cccc(Br)c2)cc1	-1.6	1167	0.75	1332	2%	i	-3	2	-14%	-0.78	-0.28	-0.28	0.71	i	1	2.2	2.7	5.0
Clc1ccccc1CSc1nnc(/C=C/c2ccccc2)o1	-1.2	1361	-0.08	1615	8%	x	35	20	0%	0.36	-0.19	-0.0041	0.13	i	9	1.9	1.5	3.8
Cc1cc(NC(=O)CSc2cn(CCNC(=O)c3ccccc3)c3ccccc23)no1	x	x	-0.01	1010	2%	i	-8	-11	-1%	-0.46	-0.21	-0.25	-0.14	i	-5	4.4	1.8	5.7
COc1ccc(/C=N/n2c(-c3ccco3)nc3ccccc3c2=O)cc1	-1.0	1221	-0.33	1084	22%	i	-7	-19	12%	-0.41	-0.19	0.19	0.15	i	-4	2.7	2.6	5.5
COc1cccc(NC(=O)CN(C)C(=O)COc2ccc3ccccc3c2)c1	-1.8	1130	-0.04	1566	12%	i	6	-14	17%	-0.53	-0.23	-0.41	0.37	i	-3	3.1	3.1	8.8
CCOc1ccccc1NC(=S)N(CCN(C)C)C(C)c1ccncc1 (stereo unspecified)	x	x	-0.1	1181	2%	i	6	-5	3%	0.19	-0.32	-0.13	0.64	i	0	2.2	3.8	9.4
COc1ccc(OC)c(C(=O)COC(=O)CNC(=O)C2CCCCC2)c1	0.3	1130	0.11	1158	3%	i	3	6	2%	0.88	-0.17	0.49	-1.8	i	8	6.2	4.8	7.5
Cc1csc(SCCn2c(N3CCCC3)nc3c2c(=O)[nH]c(=O)n3C)n1	0.2	995	-0.49	1102	6%	i	-16	-43	4%	0.076	-0.29	0.38	2.7	i	-4	2.0	0.3	36
Cc1cc(-c2ccc3ccccc3c2)n2ncnc2n1	3.8	886	-0.57	1090	2%	i	-7	-6	-2%	-0.9	-0.32	-0.18	0.27	i	0	2.0	1.9	0.8
O=C(c1ccccc1-c1nc2ccccc2[nH]1)N1CCCCC1	0.1	1133	0.67	1102	9%	i	-6	9	0%	-1.1	-0.19	-0.45	1.1	i	-10	2.1	1.6	8.5
Cc1ccc(-c2nc(CN(Cc3c(C)nn(C)c3C)C(C)C)c(C)o2)o1	1.2	951	0.03	1446	3%	i	3	-10	-1%	0.46	-0.17	0.5	-0.41	i	-8	2.8	1.0	7.4
COC(=O)CN1C(=S)N(c2ccc(Cl)cc2)C(=O)C1CC(=O)Nc1ccc(Cl)cc1 (stereo unspecified)	-2.2	1224	x	x	-14%	x	21	-3	-11%	0.41	-0.06	0.62	-0.36	i	29	1.6	1.7	5.9
CC(/C=N/NC(=O)c1cc(C(C)(C)C)[nH]n1)=C\c1ccccc1	-0.8	1043	-0.34	1919	2%	i	-12	-23	2%	-0.038	-0.23	-0.2	-0.12	i	-20	21	5.5	25
CCN(CC)c1nc2c(c(=O)n(C)c(=O)n2C)n1CC(=O)c1ccccc1	0.0	1272	-0.13	977	x	i	x	x	x	0.54	-0.29	0.16	0.92	x	x	x	x	x
COC(=O)c1sc(NC(=O)C2CCCCC2C(=O)O)c(C(=O)OC)c1C (stereo unspecified)	-0.1	1143	0.6	1218	-4%	i	-3	3	-11%	-0.6	-0.23	0.5	0.61	i	22	2.6	1.7	5.8
Cc1ncccc1C(=O)N1CCCC(CNC(=O)C2(c3ccc(Cl)cc3)CC2)C1 (stereo unspecified)	0.0	1055	x	x	-9%	i	3	18	0%	-0.8	-0.27	-0.15	0.71	i	10	0.8	1.1	5.3
Cc1ccc(-c2ccc(SCC(=O)Nc3cc(C)on3)nn2)cc1	-2.2	1097	-0.82	1643	-1%	i	9	11	-8%	-0.064	-0.24	-0.28	0.44	i	16	2.3	2.4	8.2
Cc1ccc(NC(=S)N/N=C2\CC(C)(C)Oc3ccc(O)cc32)cc1	-1.5	1028	0.08	1300	9%	i	7	-3	14%	1.2	-0.27	0.77	-0.2	i	1	2.7	4.6	12
CC(NS(=O)(=O)c1ccc(F)cc1)C(c1cccs1)N1CCN(C)CC1 (stereo unspecified)	-0.8	1260	x	x	-9%	i	-1	-23	-10%	-0.49	-0.24	-0.2	0.2	i	0	4.1	2.6	2.2
COc1ccc(N2CC(NC(=O)N3CCc4ccccc43)CC2=O)cc1OC (stereo unspecified)	x	x	0.54	1161	3%	i	-4	-4	2%	0.099	-0.04	0.14	-0.16	i	-14	2.4	2.7	9.5
